Bioassay records deposited in PubChem by several laboratories.
Tb MetRS inh = blocks T. brucei methionyl-tRNA synthetase activity; purified T. brucei MetRS, ATP depletion, Kinase-Glo luminescence; inhibition, % at 11.9 µM; actives 0.4% (n = 360,000); AID 624268;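 active = inhibition above a per-plate cutoff of the control wells' mean inhibition plus 3 SD, cut at about 5.5% in these data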;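 also: 0% = DMSO wells median and 100% = median of wells with control inhibitor compound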
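assay system = parasite MetRS enzyme | timing = 15 min preincubation, 2 h reaction, all 25 °C | evaluation = percent inhibition relative to median high and low control wells | medium = HEPES buffer containing pyrophosphatase, BSA, spermine, DTT | compound = single dose, 11.9 µM final nominal, 0.9% final DMSO | detection = Kinase-Glo luminescence, ATP depletion format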
DNMT1 inh = DNMT1 (human) enzyme inhibition. inhibition (reported as % activation of signal), % at 10 µM. AID 588458. P26358. actives 0.83% (n = 360,000). DNMT1 molecular beacon, Hinp1I cleavage, fluorescence; in the data active = inhibition above about 50%
LMPTP block = LMPTP (human) inhibition | P24666 | recombinant LMPTP-A, OMFP fluorogenic substrate, fluorescence intensity | inhibition, % at 20 µM | actives 0.22% (n = 360,000) | AID 651560;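 active = compounds that cut the enzyme signal by at least half of the control window in the single-dose screen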;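 also: plate controls were DMSO wells with enzyme plus substrate for no effect and substrate without enzyme for full effect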
Target sequence (P24666 whole entry, looked up): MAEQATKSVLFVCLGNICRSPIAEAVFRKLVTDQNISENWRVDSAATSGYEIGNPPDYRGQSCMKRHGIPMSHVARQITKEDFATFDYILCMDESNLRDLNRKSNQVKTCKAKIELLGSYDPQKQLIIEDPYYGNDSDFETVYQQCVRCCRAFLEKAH
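Assay system: LMPTP-A enzyme. Input: 0.625 nM LMPTP-A final. Probe or stimulus: 400 µM OMFP. Compound dosing: single 20 µM dose. Schedule: 50 min dark incubation at room temperature. Detection: fluorescence intensity of OMFP turnover product. Read-out: percent inhibition versus substrate-only and uninhibited controls. Benchmarks: no-enzyme low control, uninhibited high control.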
Scp-1 inhibitor = Scp-1 (human) phosphatase inhibition. Q9GZU7. inhibition, % at 20 µM. actives 0.88% (n = 340,000). Recombinant Scp1, phosphopeptide, malachite green phosphate absorbance;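 active = inhibition above about 50% at 20 µM, limit read from the data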;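 also: plate controls were DMSO wells with enzyme for no effect and wells lacking enzyme for full effect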
Target sequence (Q9GZU7 76-261 limits assumed): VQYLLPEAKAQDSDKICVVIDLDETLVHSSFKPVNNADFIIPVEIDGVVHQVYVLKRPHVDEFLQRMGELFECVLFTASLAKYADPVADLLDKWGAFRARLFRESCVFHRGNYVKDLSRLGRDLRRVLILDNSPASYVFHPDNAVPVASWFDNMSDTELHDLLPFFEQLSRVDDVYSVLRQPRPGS
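Material – SCP-1 phosphatase catalytic domain, residues 76-261 · Buffer or medium – Acidic Tris acetate buffer with magnesium and detergent · Also added – Phospho 17-mer peptide substrate · Compound – single 20 µM dose, 1% DMSO · Times – 45 min room-temperature reaction, 5 min colour, 30 min stabiliser · Technique – Phosphate-binding colour reagent, absorbance read at 630 nm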
NadD inh = NadD (S. aureus) enzyme inhibition; actives 0.78% (n = 360,000); inhibition, % at 20 µM; AID 602399; purified NadD enzyme, colorimetric absorbance read-out; in the data active = inhibition above about 26%; also: some compounds past the cut are filed as inactive
STEP inh = STEP (human) phosphatase inhibition. recombinant STEP, OMFP fluorogenic substrate, fluorescence. inhibition, % at 20 µM. actives 0.25% (n = 360,000). AID 588621;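 active = inhibition at 20 µM, scaled per plate between control wells, above about 37%, limit read from the data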;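 also: 0% = DMSO with enzyme and substrate and 100% = substrate only without enzyme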
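Also added – OMFP at 25 µM · Test system – STEP tyrosine phosphatase · Technique – FITC-channel fluorescence of OMFP product · Schedule – 20 min at room temperature, dark · Evaluation – control-normalized % inhibition with plate pattern correction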
Rpn11 block = inhibitors of human proteasome Rpn11. human 26S proteasome, Ub4-pepOG fluorescence polarization; 20S core pre-blocked with epoxomicin. calls only at 20 µM. actives 0.59% (n = 360,000). AID 588493;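 active = inhibition at 20 µM, scaled to each plate's controls, above about 33%, limit read from the data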
Target sequence (O00487 whole entry, looked up): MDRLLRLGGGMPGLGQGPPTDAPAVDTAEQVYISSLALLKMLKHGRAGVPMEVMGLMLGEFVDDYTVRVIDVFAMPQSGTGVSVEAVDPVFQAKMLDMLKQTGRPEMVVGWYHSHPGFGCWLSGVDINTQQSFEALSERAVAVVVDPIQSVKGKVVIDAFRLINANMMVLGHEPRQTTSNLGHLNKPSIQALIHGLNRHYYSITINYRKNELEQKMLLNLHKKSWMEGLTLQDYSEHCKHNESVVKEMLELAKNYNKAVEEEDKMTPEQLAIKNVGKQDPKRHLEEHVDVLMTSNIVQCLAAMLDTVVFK
SUMO1-SIM PPI = modulators of human SUMO1-mediated protein-protein interactions; actives 0.33% (n = 360,000); SUMO1 binding to a labelled peptide, TR-FRET, 1 h; inhibition, % at 20 µM; in the data active = inhibition above about 37%
Target sequence (P63165 whole entry, looked up): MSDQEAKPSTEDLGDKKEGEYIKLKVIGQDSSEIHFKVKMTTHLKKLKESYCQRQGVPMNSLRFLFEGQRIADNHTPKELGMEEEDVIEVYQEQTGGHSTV
CSN deneddyl inh = blocks human CSN-mediated cullin deneddylation; Purified CSN, SCF-Nedd8-OG deneddylation, fluorescence polarization; AID 651999; Q92905; actives 0.38% (n = 360,000); inhibition, % at 12.5 µM;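 active = pattern-corrected inhibition above about 35%, with an unprinted fluorescence ratio check between 0.5 and 1.5, limit read from the data, passing the limit was not always enough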;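 also: 0% = enzyme with substrate and 100% = substrate without enzyme; some results filed as inactive read as strong as hits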
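Assay system: purified human Csn5 enzyme expressed in HEK293T cells; Input: 0.24 nM Csn5 enzyme, final concentration; Reagent: 10 nM SCFSkp2-Nedd8OG; Compound dosing: 12.5 µM single point; Times: reaction 90 min, room temperature; Technique: fluorescence polarization readout.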
PABP1 MLLE inh = inhibitors of microRNA-mediated deadenylation, human PABP1 MLLE binding; P11940; GST-MLLE / FITC-PAM2 fluorescence polarization; inhibition, % at 20 µM; actives 0.36% (n = 360,000); in the data active = inhibition above about 35%, passing the limit was not always enough;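 also: plate controls were DMSO wells with GST-MLLE for no effect and wells lacking GST-MLLE protein for full effect; some results filed as inactive read as strong as hits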
Starred values were filed as active, the others as inactive; i = inactive; / = no result given. Rows are unselected. Share with any hit: about 3.6%.

SMILES | Tb MetRS inh | DNMT1 inh | LMPTP block | Scp-1 inhibitor | NadD inh | STEP inh | Rpn11 block | SUMO1-SIM PPI | CSN deneddyl inh | PABP1 MLLE inh
COc1cccc(/C=N\n2c(C)nnc2C)c1OC | -0.6 | 1 | -0.9 | -2 | 3 | -2 | i | 3 | -4 | -4
COc1ccc(-c2noc(CSc3nc4ccccc4c(=O)n3-c3ccccc3)n2)cc1OC | -0.6 | -2 | 2.1 | -11 | -1 | -7 | i | -1 | -1 | -1
O=C(COC(=O)/C=C/c1ccc(OC(F)F)cc1)NC1CCCCCCC1 | 0.0 | 2 | -1.2 | -11 | 4 | 0 | i | 2 | -2 | -17
CCCC(=O)N1CCCC1(C)C(=O)N(C)Cc1cccc2ccccc12 (stereo not drawn) | 0.2 | 1 | -1.8 | / | 5 | -2 | i | 1 | 0 | -10
c1cncc(-c2nn3c(Cn4nnc5ccccc54)nnc3s2)c1 | -1.6 | 0 | 0.6 | 31 | -3 | 4 | i | 2 | -1 | 33
CC1(C)Cc2c(c(-c3ccco3)nc3sc4c(NCCN5CCOCC5)ncnc4c23)CO1 | -0.5 | -7 | 3.4 | -3 | -6 | 2 | i | -10 | 5 | -2
Cc1ccnc(NC(=O)CCC(=O)N(CC(=O)NCC2CCCO2)Cc2ccc(F)cc2)c1 (stereo not drawn) | -0.6 | -1 | -0.2 | 5 | -3 | -1 | i | 1 | -6 | 3
CCC1(c2ccc(Cl)cc2)NC(=S)N(c2ccc(C)cc2)N1 (stereo not drawn) | -0.7 | 2 | -1.0 | 0 | 4 | -1 | i | 2 | 3 | -8
O=C(NCCCN1CCOCC1)c1onc(CSc2ccc(F)c(F)c2)c1C(=O)NCCCN1CCOCC1 | -0.1 | 0 | -3.4 | 0 | -3 | -5 | i | 7 | -2 | 0
CCn1cc(S(=O)(=O)CC(=O)NC2CCCCC2)c2ccccc21 | -0.5 | 1 | -0.7 | -8 | 0 | 0 | i | -3 | -3 | 12
O=C(CCC(=O)NNC(=O)Nc1cccc(Cl)c1)NCc1ccccc1 | -0.5 | -1 | -0.6 | -1 | -1 | -2 | i | 0 | 0 | 8
OCC[C@@H]1C[C@H](O)[C@@H](O)[C@]2(OCc3cc(C(F)(F)F)ccc32)O1 | -0.6 | 17 | -1.5 | / | 0 | -4 | i | 7 | 1 | 10
COC(=O)c1ccc(S(=O)(=O)N2CCN(C(c3ccccc3)c3ccccc3)CC2)n1C | 0.6 | -1 | 2.0 | 1 | 20 | 2 | i | -2 | 4 | -4
Cc1ccc(C2CC2c2n[nH]c(=S)n2-c2ccc(C)cc2)cc1 (stereo not drawn) | -0.6 | 0 | 0.4 | -4 | 0 | 1 | i | 1 | 4 | -16
C=CCC1C=C(C)CC(CC=C)N1 (stereo not drawn) | -0.2 | 2 | -1.2 | -6 | -4 | 1 | i | 0 | -6 | -5

The last 5 records of the part above are carried over, then new ones follow.
SMILES | Tb MetRS inh | DNMT1 inh | LMPTP block | Scp-1 inhibitor | NadD inh | STEP inh | Rpn11 block | SUMO1-SIM PPI | CSN deneddyl inh | PABP1 MLLE inh
O=C(CCC(=O)NNC(=O)Nc1cccc(Cl)c1)NCc1ccccc1 | -0.5 | -1 | -0.6 | -1 | -1 | -2 | i | 0 | 0 | 8
OCC[C@@H]1C[C@H](O)[C@@H](O)[C@]2(OCc3cc(C(F)(F)F)ccc32)O1 | -0.6 | 17 | -1.5 | / | 0 | -4 | i | 7 | 1 | 10
COC(=O)c1ccc(S(=O)(=O)N2CCN(C(c3ccccc3)c3ccccc3)CC2)n1C | 0.6 | -1 | 2.0 | 1 | 20 | 2 | i | -2 | 4 | -4
Cc1ccc(C2CC2c2n[nH]c(=S)n2-c2ccc(C)cc2)cc1 (stereo not drawn) | -0.6 | 0 | 0.4 | -4 | 0 | 1 | i | 1 | 4 | -16
C=CCC1C=C(C)CC(CC=C)N1 (stereo not drawn) | -0.2 | 2 | -1.2 | -6 | -4 | 1 | i | 0 | -6 | -5
COc1ccc(C(=O)Nc2ccc3[nH]ncc3c2)cc1OC | -0.6 | 1 | -2.9 | 4 | -5 | 3 | i | 7 | -1 | -6
O=S(=O)(NNc1nccc(C(F)(F)F)n1)c1cccc(Cl)c1Cl | 0.2 | 0 | -0.5 | -8 | -2 | -2 | i | 6 | 0 | 29
CCOCCc1nnc(NC(=O)C(CC)c2ccccc2)s1 (stereo not drawn) | -0.5 | -2 | -1.1 | -4 | -8 | -2 | i | -2 | -4 | 8
COCCN1C(=O)N(c2ccc(Cl)cc2)C(=O)C1CC(=O)Nc1cc(OC)cc(OC)c1 (stereo not drawn) | 0.3 | -3 | -0.1 | -14 | -6 | 0 | i | 5 | 1 | -10
Cc1ccccc1NC(=O)COC(=O)Cc1cccc(C(F)(F)F)c1 | -0.1 | 0 | -1.7 | 0 | -1 | -2 | i | -4 | 3 | 0
COc1ccc(CCN(C)C2CCCN(C(=O)CCSC)C2)cc1OC (stereo not drawn) | -0.6 | 4 | -1.0 | -2 | 0 | -1 | i | -2 | 3 | 5
CC(C)C(NC(=O)c1ccccc1NC(=O)C(C)(C)C)C(=O)N1CCOCC1 (stereo not drawn) | 0.2 | 3 | -1.4 | -5 | -5 | 0 | i | -4 | -2 | 11
O=C(O)C1(c2cccc(Cl)c2)CCC1 | -0.2 | -1 | -0.6 | -5 | -1 | 3 | i | 2 | -3 | 2
O=C(CC(c1ccccc1)(c1ccccc1)c1ccccc1)N[C@@H](Cc1ccc(O)cc1)C(=O)O | 0.6 | 1 | -0.1 | -6 | -19 | 0 | i | 7 | 1 | -8
OCCN1CCN(c2cnc(-c3ccsc3)cn2)CC1 | -0.1 | -1 | -1.4 | / | -2 | -4 | i | -7 | -7 | 2
N#Cc1cccc(NC(=O)Cc2ccsc2)c1 | 0.1 | 0 | -0.6 | 2 | -5 | -2 | i | 2 | 0 | 5
COc1ccc(-c2nc(CS(=O)CC(=O)NCCc3ccc(C)cc3)c(C)o2)cc1OC (stereo not drawn) | 0.3 | -3 | 0.0 | -8 | -3 | 0 | i | 1 | 2 | -2
Cn1c(=O)c([N+](=O)[O-])c(Oc2ccccc2)c2ccccc21 | -0.8 | 3 | 5.9 | 28 | -2 | -1 | i | 6 | 1 | 1
COc1ccc(Cl)cc1C(=O)NC(=S)Nc1ccccc1N1CCOCC1 | -0.3 | -10 | 1.2 | -10 | 1 | 1 | i | -1 | 1 | 28
CC(OC(=O)CCc1nc2ccccc2c(=O)[nH]1)C(=O)NC1CCCC1 (stereo not drawn) | -0.7 | 12 | -1.7 | 3 | -3 | 1 | i | 3 | -5 | 0
Cc1ccc(-c2cc(C(=O)Nc3cccnc3)[nH]n2)c(O)c1C | -0.8 | -1 | -0.3 | -5 | -3 | -2 | i | 0 | -2 | -5
CC1C(=O)N(Cc2cn(CCC3OCCO3)nn2)CCS(=O)(=O)N1Cc1ccc(-c2ccc(F)cc2)cc1 (stereo not drawn) | -0.4 | -3 | 3.3 | / | 7 | 0 | i | 10 | 0 | 2
CC(CNC(=O)Cn1cnc2c(OCc3ccccc3)ncnc21)c1ccccc1 (stereo not drawn) | -0.8 | 0 | -1.1 | -2 | -5 | 2 | i | 5 | -7 | -12
O=C(NCCc1ccccc1)c1cc(=O)[nH]c2ccccc12 | -0.9 | -1 | -1.1 | -12 | -7 | -4 | i | 0 | -1 | 2
Clc1nc(-c2ccccc2)cc(-c2ccccc2)n1 | -0.1 | -1 | 3.5 | -12 | -4 | 0 | i | 0 | -6 | -3
Cc1noc(C)c1-c1ccc(C(=O)NCc2cccnc2)c2occc12 | 1.8 | 4 | -2.7 | / | 1 | -2 | i | -4 | -2 | -2
Cc1ccc(C)c(CN2CCC(CNC(=O)Nc3ccc(Br)cc3F)CC2)c1 | -1.1 | -7 | 0.4 | -5 | -4 | 1 | i | 7 | -2 | 1
COc1ccc(-c2nc3ccc(C(=O)NCC(OC)OC)cc3nc2-c2ccc(OC)cc2)cc1 | -1.0 | 0 | 0.4 | -14 | -17 | 5 | i | -21 | 6 | 7
COc1ccc(C(=O)NC(Nc2ccc(C)cc2)C(Cl)(Cl)Cl)cc1 (stereo not drawn) | -0.2 | 4 | 1.8 | -12 | -11 | 1 | i | -1 | -1 | 3
CCCCNC(=O)OC(C)CNC(=O)Oc1cccc(C)c1 (stereo not drawn) | -0.7 | 1 | -2.3 | -2 | -2 | -3 | i | -1 | 2 | -4
CCOC(=O)c1c(NC(=O)C2CCCO2)sc2c1CCC2 (stereo not drawn) | -0.1 | 0 | 1.3 | -12 | -4 | 0 | i | 0 | 1 | -1
O=C(NCc1ccncc1)c1ccc(OCc2ccccc2)cc1 | -0.6 | -1 | -1.8 | 16 | -7 | -2 | i | 3 | 1 | -8
Cc1ccccc1CC1(C)C(=O)Nc2ccc(S(=O)(=O)NC3CCCCC3)cc21 (stereo not drawn) | -0.4 | 3 | 3.5 | / | -1 | -1 | i | 2 | -1 | -1
O=c1oc2ccccc2c2c1ccc1ccccc12 | 0.2 | 23 | 2.9 | 80* | -3 | 1 | i | -26 | -5 | -31
CN(C)CCCN(C(=O)c1cccc(N2C(=O)CCC2=O)c1)c1nc2cc3c(cc2s1)OCO3 | -0.1 | -1 | -1.0 | -12 | -3 | -2 | i | -1 | 4 | 3
O=C(COc1ccc(Cc2ccccc2)cc1)c1ccc(F)cc1 | -0.7 | 1 | 4.3 | -12 | -1 | 3 | i | 7 | -5 | -1
Cc1cc(CN2CCC(N3CCC(C(=O)NC4CC4)CC3)CC2)cc(C)c1O | -0.6 | 0 | -17 | -2 | -2 | -5 | i | 0 | 1 | -9
COc1cccc(-c2cc(C(=O)Nc3cnn(Cc4ccccc4C)c3)no2)c1 | -0.5 | 0 | 1.4 | -4 | -6 | 1 | i | -2 | -7 | -1
O=C(c1cccc(F)c1)N1CCc2ccccc21 | -0.3 | -7 | -0.5 | -8 | 3 | 0 | i | 4 | -2 | 8
CN(CC(=O)Nc1ccccc1Cl)C(=O)c1cc(=O)[nH]c2ccccc12 | 0.2 | -2 | 0.2 | 9 | 3 | -2 | i | 0 | -5 | -9
COc1ccc(NC(=O)CSc2nccn2-c2ccccc2)c(OC)c1 | -0.3 | -2 | 0.0 | -5 | -2 | -2 | i | 0 | -4 | -3
